# Screening results as filed in PubChem.
# SUMO1 PPI mod = SUMO1-SIM interaction modulation; P63165; SUMO1 binding to a labelled peptide, TR-FRET, 1 h; inhibition, % at 20 µM; 360,000 compounds, 0.33% hits; AID 602429; in the data active = inhibition above about 37%
# CSN inh = blocks human CSN-mediated cullin deneddylation; Q92905; inhibition, % at 12.5 µM; Purified CSN, SCF-Nedd8-OG deneddylation, fluorescence polarization; 360,000 compounds, 0.38% hits;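 active = pattern-corrected inhibition above about 35%, with an unprinted fluorescence ratio check between 0.5 and 1.5, limit read from the data, passing the limit was not always enough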;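 also: 0% = enzyme with substrate and 100% = substrate without enzyme; some results filed as inactive read as strong as hits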
#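 assay system = purified human Csn5 enzyme expressed in HEK293T cells | amount = 0.24 nM enzyme | buffer or medium = Tris/NaCl/DTT buffer, pH 7.5 | reagent = 10 nM SCFSkp2-Nedd8OG | compound = one concentration, 12.5 µM, 0.25% DMSO | times = 90 min reaction at room temperature | signal = FP | read-out basis = % inhibition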
# Rin1 Abl inh = inhibitors of human Rin1-Abl protein interaction | TR-FRET Rin1/Abl binding, biochemical | 360,000 compounds, 0.4% hits | P00519+Q13671 | inhibition, % at 7.35 µM; in the data active = inhibition above about 5%, passing the limit was not always enough
# Neddyl block = blocks human cullin neddylation. calls only at 25 µM. AID 651699. 360,000 compounds, 0.58% hits. TR-FRET cullin neddylation, biochemical; in the data active = inhibition above about 36%
# Scp1 inh = Scp-1 (human) phosphatase inhibition. Q9GZU7. Recombinant Scp1, phosphopeptide, malachite green phosphate absorbance. inhibition, % at 20 µM. 340,000 compounds, 0.88% hits. AID 493091;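 active = inhibition above about 50% at 20 µM, limit read from the data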;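 also: plate controls were DMSO wells with enzyme for no effect and wells lacking enzyme for full effect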
#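 System: SCP-1 catalytic domain; Reagent: Phospho 17-mer peptide substrate; Doses: one concentration, 20 µM, with 1.0% DMSO; Incubation: 45 min room-temperature reaction, 5 min colour, 30 min stabiliser; Signal: Phosphate-binding colour reagent, absorbance read at 630 nm.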
# DNMT1 inh = DNMT1 (human) enzyme inhibition; AID 588458; 360,000 compounds, 0.83% hits; P26358; DNMT1 molecular beacon, Hinp1I cleavage, fluorescence; inhibition (reported as % activation of signal), % at 10 µM; in the data active = inhibition above about 50%
# Target sequence (P26358 504-1616 limits assumed): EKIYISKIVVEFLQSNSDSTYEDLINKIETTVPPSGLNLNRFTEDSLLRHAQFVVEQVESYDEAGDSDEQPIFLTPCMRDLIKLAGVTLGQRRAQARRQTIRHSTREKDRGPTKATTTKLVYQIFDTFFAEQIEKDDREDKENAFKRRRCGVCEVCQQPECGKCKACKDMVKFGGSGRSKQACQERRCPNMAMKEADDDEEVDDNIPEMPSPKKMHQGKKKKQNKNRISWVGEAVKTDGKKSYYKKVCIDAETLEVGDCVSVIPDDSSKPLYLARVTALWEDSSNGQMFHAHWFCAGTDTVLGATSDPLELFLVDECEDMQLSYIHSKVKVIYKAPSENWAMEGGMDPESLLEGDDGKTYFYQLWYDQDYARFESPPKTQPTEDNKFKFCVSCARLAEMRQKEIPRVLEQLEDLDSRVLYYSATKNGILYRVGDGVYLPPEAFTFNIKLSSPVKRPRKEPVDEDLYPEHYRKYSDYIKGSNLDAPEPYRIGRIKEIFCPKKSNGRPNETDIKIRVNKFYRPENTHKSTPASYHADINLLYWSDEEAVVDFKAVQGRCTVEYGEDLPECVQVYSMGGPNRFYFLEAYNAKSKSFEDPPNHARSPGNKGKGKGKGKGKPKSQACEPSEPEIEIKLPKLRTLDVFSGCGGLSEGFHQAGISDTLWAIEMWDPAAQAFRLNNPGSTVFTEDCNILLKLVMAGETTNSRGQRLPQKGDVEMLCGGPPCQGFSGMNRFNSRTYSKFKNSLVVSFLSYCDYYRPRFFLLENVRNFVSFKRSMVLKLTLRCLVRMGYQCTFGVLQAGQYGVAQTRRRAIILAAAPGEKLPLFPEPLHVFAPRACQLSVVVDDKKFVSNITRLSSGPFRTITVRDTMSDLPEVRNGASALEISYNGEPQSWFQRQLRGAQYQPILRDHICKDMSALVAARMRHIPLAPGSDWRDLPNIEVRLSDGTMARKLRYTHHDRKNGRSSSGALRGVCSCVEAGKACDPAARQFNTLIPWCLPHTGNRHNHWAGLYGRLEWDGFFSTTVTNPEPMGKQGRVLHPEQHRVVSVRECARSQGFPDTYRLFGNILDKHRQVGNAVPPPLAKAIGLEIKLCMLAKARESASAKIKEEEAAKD
# STEP inh = STEP (human) phosphatase inhibition; recombinant STEP, OMFP fluorogenic substrate, fluorescence; P54829; 360,000 compounds, 0.25% hits; inhibition, % at 20 µM;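 active = inhibition at 20 µM, scaled per plate between control wells, above about 37%, limit read from the data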;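 also: 0% = DMSO with enzyme and substrate and 100% = substrate only without enzyme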
#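 medium = Bis-Tris buffer pH 6.0, 2.5 mM DTT, 0.005% Tween 20 | test system = STEP (striatal-enriched tyrosine phosphatase) enzyme, cell-free | measure = normalized % inhibition | compound dosing = 20 µM, 1% DMSO | also added = 25 µM OMFP | schedule = reaction 20 min, ambient temperature | measured by = fluorescence read at 480 nm ex / 540 nm em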
# LMPTP block = blocks human LMPTP phosphatase. 360,000 compounds, 0.22% hits. P24666. inhibition, % at 20 µM. recombinant LMPTP-A, OMFP fluorogenic substrate, fluorescence intensity;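 active = compounds that cut the enzyme signal by at least half of the control window in the single-dose screen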;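 also: plate controls were DMSO wells with enzyme plus substrate for no effect and substrate without enzyme for full effect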
#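 Assay system: LMPTP-A enzyme. Input: 0.625 nM LMPTP-A final. Probe or stimulus: 400 µM OMFP. Compound dosing: single 20 µM dose. Schedule: 50 min dark incubation at room temperature. Detection: fluorescence intensity of OMFP turnover product. Read-out: percent inhibition versus substrate-only and uninhibited controls. Benchmarks: no-enzyme low control, uninhibited high control.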
# NadD block = blocks S. aureus nicotinate mononucleotide adenylyltransferase; purified NadD enzyme, colorimetric absorbance read-out; inhibition, % at 20 µM; 360,000 compounds, 0.78% hits; AID 602399; in the data active = inhibition above about 26%; also: some compounds past the cut are filed as inactive
# Rpn11 inh = blocks the human proteasome subunit Rpn11 | 360,000 compounds, 0.59% hits | calls only at 20 µM | O00487 | human 26S proteasome, Ub4-pepOG fluorescence polarization; 20S core pre-blocked with epoxomicin;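 active = inhibition at 20 µM, scaled to each plate's controls, above about 33%, limit read from the data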
# * hit, by the source's call; i = inactive; . = no result given.
no.	Structure	SUMO1 PPI mod	CSN inh	Rin1 Abl inh	Neddyl block	Scp1 inh	DNMT1 inh	STEP inh	LMPTP block	NadD block	Rpn11 inh
1	COCCNC(=O)C(C(=O)c1ccc(F)cc1)n1cc(C)ccc1=O (configuration not stated)	13	4	0	i	-8	-4	6	-0.4	0	i
2	COc1ccc2oc(=O)c(N3C(=O)c4ccccc4C3=O)cc2c1	-10	0	-3	.	6	1	0	-1.3	1	i
3	Cc1c(C(=O)NC2CCOC2)oc2c(F)cccc12 (configuration not stated)	0	0	-2	i	-9	0	-2	-0.6	2	i
4	CC(=O)Nc1ccn(Cc2c(F)cccc2Cl)n1	0	0	-3	i	-1	-1	-2	-0.3	9	i
5	CCN(C(=O)COC(=O)/C(C#N)=C/c1ccc(OC)cc1)C1CCS(=O)(=O)C1 (configuration not stated)	-34	-4	-2	i	-4	0	0	0.3	1	i
6	COC(=O)c1nnn(-c2nonc2N)c1CSc1nc2ccccc2o1	-1	0	-2	i	-13	-2	0	-0.4	-3	i
7	CCOC(=O)C1CCCN(C(=O)c2cc(-c3cccs3)oc2C)CC1 (configuration not stated)	-5	-5	-1	i	.	0	-1	0.6	1	i
8	CC(C)OC(=O)C(C(=O)C(F)(F)F)c1cc(NS(=O)(=O)c2ccc3ccccc3c2)c2ccccc2c1O (configuration not stated)	19	3	-2	i	-3	-43	-6	4.8	55*	i
9	O=C1C=C(c2cccc(CO)c2)C[C@@H](c2ccc(Cl)cc2)C1	-5	-5	2	i	0	-5	2	1.8	-2	i
10	CCOc1ccc(CNC(=O)c2ccccc2NC(=O)C2=CSCCO2)cc1	0	0	2	i	-11	-5	1	1.3	-11	i

# Printed as active in NadD block, among the entries above:
no.	canonical_smiles	SUMO1 PPI mod	CSN inh	Rin1 Abl inh	Neddyl block	Scp1 inh	DNMT1 inh	LMPTP block	NadD block	Rpn11 inh
8	CC(C)OC(=O)C(C(=O)C(F)(F)F)c1cc(NS(=O)(=O)c2ccc3ccccc3c2)c2ccccc2c1O (configuration not stated)	19	3	-2	i	-3	-43	4.8	55*	i

# Going on with the list.
no.	Structure	SUMO1 PPI mod	CSN inh	Rin1 Abl inh	Neddyl block	Scp1 inh	DNMT1 inh	STEP inh	LMPTP block	NadD block	Rpn11 inh
11	Cc1ccc(CC2C(=O)N(c3ccc(F)cc3)C(=O)C2C)cc1 (configuration not stated)	-1	-1	2	i	-8	0	-4	-1.6	-10	i
12	CN(c1cccc(NC(=O)c2ccc(Cl)c(S(=O)(=O)Nc3ccccc3)c2)c1)S(C)(=O)=O	5	-3	-2	i	-11	-4	-1	1.5	-3	i
13	COc1ccc(CNC(=O)c2csc(Cc3ccc(Cl)cc3)n2)cc1	0	3	2	i	4	-7	5	4.8	2	i
14	CCOC(=O)N1CCN(c2c(-c3ccccc3)c3cc(Cl)ccc3[nH]c2=O)CC1	22	-5	-2	i	-11	3	-1	1.8	0	i
15	COc1ccc(CNC(N)=O)cc1OC	1	-4	-2	i	-2	5	-2	-1.6	-2	i
16	O=C(CSc1ccccc1)NC1CCCCCC1	4	-4	-1	i	1	2	3	-3.4	-1	i
17	CCC(=O)NC(Nc1ncc(C)s1)(C(=O)OC)C(F)(F)F (configuration not stated)	-2	1	2	i	-2	0	-2	-1.0	0	i
18	NCCCn1c(C(=O)c2cc(Cl)c(N)c(Cl)c2)c2ccc([N+](=O)[O-])cc2[n+]1[O-]	-85	0	-3	i	1	-30	-2	1.4	24	i
19	CCOc1ccc2nc(NC(=O)c3ccc(OCC4CCCO4)cc3)sc2c1 (configuration not stated)	12	0	-1	i	-1	-9	2	1.1	-10	i
20	CCOC(=O)COc1c(Br)cc(C2NC(=O)NC(C)=C2C(C)=O)cc1OC (configuration not stated)	1	-2	-1	i	24	7	1	-1.0	0	i

# A few values from the results shown:
# Reading of cpd 6 under Rin1 Abl inh: -2
# Reading of cpd 3 under DNMT1 inh: 0
# Reading of cpd 14 under Rin1 Abl inh: -2
# Reading of cpd 7 under SUMO1 PPI mod: -5

# (cont.)
no.	Structure	SUMO1 PPI mod	CSN inh	Rin1 Abl inh	Neddyl block	Scp1 inh	DNMT1 inh	STEP inh	LMPTP block	NadD block	Rpn11 inh
21	O=C(C[C@@H]1C/C=C\CCC(=O)OC[C@@H]2CCCN2C1=O)N[C@@H](CO)Cc1ccccc1	2	1	5	i	-5	4	1	-1.0	-4	i
22	Cc1cccc(OCC(=O)N(C)CCc2ccccn2)c1	-5	3	-3	i	-4	3	-3	-2.1	-3	i
23	COc1ccccc1C(=O)NCCC(=O)NCc1ccncc1	-8	-3	1	i	-10	6	3	-9.7	1	i
24	COc1ccc(CCN(C(=O)COc2ccccc2)c2nc(-c3ccccc3)cs2)cc1OC	-1	-1	-3	i	-28	-5	2	3.9	6	i
25	N#Cc1ccccc1NC(=O)CN1CCN(Cc2ccccc2)CC1	-1	-1	1	i	-19	-1	-2	-0.5	-3	i
26	O=C(N/N=C/C(Br)=C/c1ccccc1)c1cccnc1	-22	-2	-2	i	8	0	-4	-0.9	4	i
27	N=C1C(c2nc3ccccc3s2)=C(O)CN1c1ccccc1	6	-3	0	i	-6	0	-4	-0.1	-2	i
28	CC1(OC(=O)c2cccs2)C(=O)C=C2C=C3CCCN3C=C2C1=O (configuration not stated)	23	47	8	i	55*	100*	9	11	14	i
29	Cn1cc([N+](=O)[O-])c(C(=O)Nc2sc3c(c2C#N)CCC3)n1	-21	0	-4	i	-5	2	0	0.1	-1	i
30	O=C(Nc1ccc(Cl)cc1)N1CCSc2ccccc21	-4	2	-2	i	-9	-3	3	-0.8	-4	i

# Gathered by group: the entries above with a CF3 group
no.	Structure	SUMO1 PPI mod	CSN inh	Rin1 Abl inh	Neddyl block	Scp1 inh	DNMT1 inh	STEP inh	LMPTP block	NadD block	Rpn11 inh
8	CC(C)OC(=O)C(C(=O)C(F)(F)F)c1cc(NS(=O)(=O)c2ccc3ccccc3c2)c2ccccc2c1O (configuration not stated)	19	3	-2	i	-3	-43	-6	4.8	55*	i
17	CCC(=O)NC(Nc1ncc(C)s1)(C(=O)OC)C(F)(F)F (configuration not stated)	-2	1	2	i	-2	0	-2	-1.0	0	i

# New compounds follow.
no.	Structure	SUMO1 PPI mod	CSN inh	Rin1 Abl inh	Neddyl block	Scp1 inh	DNMT1 inh	STEP inh	LMPTP block	NadD block	Rpn11 inh
31	CC1CCCCC1NC(=O)Cn1cnc2ccccc2c1=O (configuration not stated)	1	2	1	i	1	-1	-5	-1.7	2	i
32	COc1cc2ccccc2cc1C(=O)Nc1ccccc1C	6	-2	-4	i	-6	4	-1	0.6	4	i
33	CCCCN(CCCC)S(=O)(=O)c1ccc(NC(=O)Cc2cccs2)cc1	-2	0	2	i	54*	25	2	5.3	14	i
34	COC(=O)Nc1nn(-c2ccc(OC)cc2)c(=O)c(C#N)c1C	-23	-3	2	i	-8	-16	-5	-1.1	-4	i
35	COc1cc(OC)c(OC)cc1/C=N/Nc1nc2ccccc2[nH]1	-6	-5	-5	i	-11	-1	7	1.9	0	i
36	COc1ccc([N+](=O)[O-])cc1NC(=O)Cc1ccccc1Cl	-21	-9	1	i	-9	11	1	-1.4	-11	i
37	Cc1ccc(S(=O)(=O)CCSc2nc(C)cc(C)c2C#N)cc1	0	2	0	i	-8	4	2	0.2	-2	i
38	O=C(COc1ccc([N+](=O)[O-])cc1Cl)N1CCOCC1	-20	-1	-4	i	-8	2	0	2.3	4	i
39	Cc1cc(=O)oc2c3c(cc(OCC(=O)NCCN4CCOCC4)c12)OC(C)(C)CC3	-1	7	-1	.	1	4	0	-0.4	0	i
40	CC1=C(C(=O)NCc2ccc(Cl)cc2)C2(CCC(C)CC2)OC1=O (configuration not stated)	-1	-2	-2	i	-6	-1	0	0.8	-8	i

# (cont.)
no.	Structure	SUMO1 PPI mod	CSN inh	Rin1 Abl inh	Neddyl block	Scp1 inh	DNMT1 inh	STEP inh	LMPTP block	NadD block	Rpn11 inh
41	Cn1cc(CNCc2ccccc2OCC(O)CN2CCc3ccccc3C2)cn1 (configuration not stated)	0	-6	1	i	0	-4	2	6.7	-11	i
42	COc1cccc(CSc2nnc(-c3ccco3)n2C)c1	-3	0	1	i	-2	-4	-1	-0.6	6	i
43	CCC(C)(C)n1nnnc1C(c1cc2cc(C)ccc2[nH]c1=O)N1CCCC1 (configuration not stated)	-5	3	1	i	-2	-11	1	-7.7	-3	i
44	Cc1cc(N2CCN(C)CC2)n2nc(-c3ccc(Cl)cc3)nc2n1	4	5	4	i	-10	13	-4	2.3	-3	i

# In another format: results already given
42) COc1cccc(CSc2nnc(-c3ccco3)n2C)c1
43) CCC(C)(C)n1nnnc1C(c1cc2cc(C)ccc2[nH]c1=O)N1CCCC1 (configuration not stated)
44) Cc1cc(N2CCN(C)CC2)n2nc(-c3ccc(Cl)cc3)nc2n1

entry no.	42	43	44
SUMO1 PPI mod	-3	-5	4
CSN inh	0	3	5
Rin1 Abl inh	1	1	4
Neddyl block	i	i	i
Scp1 inh	-2	-2	-10
DNMT1 inh	-4	-11	13
STEP inh	-1	1	-4
LMPTP block	-0.6	-7.7	2.3
NadD block	6	-3	-3
Rpn11 inh	i	i	i
